HepG2 tox: kills HepG2 cells in TGF-b inhibitor counter-screen; HepG2 CAGA-GFP viability, ATP luminescence, 18 h; Potency, µM (top dose mostly 46.1 µM), without a hit: at the highest dose activity change, negative = cytotoxicity, usual class: cytotoxic; 0.76% of 410,000 active; note: potency is the fitted concentration of half-maximal effect; some results filed as inactive show a strong effect at the top dose
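CellTiter-Glo luminescence gave cytotoxicity after 18 hours at 37 degrees C. The cells were HepG2 CAGA-GFP in 1% FBS DMEM, stimulated with 500 pg/mL TGF-beta after compound addition. %Activity was normalised to no-cell wells (complete cell-killing) and DMSO (no toxicity), and curves were fitted and classified.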
IL-2 act: IL-2 activation | activation, % (series mostly up to about 46 µM) | 0.065% of 360,000 active | AID 652025 | IL-2 activation reporter assay, cell-based qHTS; stimulated with anti-CD3/CD4/CD28 beads; in transgenic mouse T cells; in the data active = activation above about 50%; inconclusive = mostly about 30% to 49%; note: 0% is about no effect
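Screening format: compound pinned onto unstimulated transgenic mouse T cells, 60 min incubation, then anti-CD3/anti-CD4/anti-CD28 bead stimulation for 18 hours at 37 degrees C, followed by EGFP and DsRed detection.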
Nrf2 inh: blocks Nrf2 signaling | A549 ARE-Fluc reporter, luciferase luminescence, 18-24 h | Potency, µM (series often up to 46 µM), inactives show at the top dose activity change, negative = inhibition, usual class: inhibitors | 2.1% of 360,000 active | AID 504444; note: potency is the fitted concentration of half-maximal effect; % is set by controls: 0 for no effect and ±100 for the full control effect; nearly all actives have a fitted effect of over 60% in size
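Quantitative HTS in A549 cells stably bearing an antioxidant response element-firefly luciferase construct. Inhibition of Nrf2-driven transcription was scored by luminescence after 18-24 h of compound exposure at 37 °C.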
ATXN2 expr inh: reduces ATXN2 reporter expression in HEK-293 cells | Potency, µM (titrated, usually from 57 µM), without a hit: at the highest dose activity change, negative = inhibition, most hits filed as inhibitors | 0.72% of 360,000 active | HEK-293 ATXN2-luciferase reporter, luminescence, 24 h; note: potency is the fitted concentration of half-maximal effect; % is set by controls: 0 for no effect and ±100 for the full control effect; nearly all actives have a fitted effect of over 55% in size
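qHTS (up to 57 uM final) was run with 24 h compound exposure of reporter cells at 37 °C. Each well was multiplexed: SteadyGlo luminescence measured ATXN2-luciferase expression after a fluorogenic Gly-Phe-AFC viability readout (25 uM final).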
TGFb SMAD3 inh: inhibitors of TGF-b signaling; 1.2% of 410,000 active; Potency, µM (titrated, usually from 46.1 µM), inactives show top-dose activity, negative = inhibition, actives largely listed as inhibitors; HepG2 CAGA-GFP TGF-b/SMAD3 reporter, GFP fluorescence, 18 h; TGF-beta stimulated, 500 pg/mL final; note: potency is the fitted concentration of half-maximal effect; % is set by controls: 0 for no effect and ±100 for the full control effect; nearly all actives have a fitted effect of over 65% in size
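GFP signal (ex488/em500-530) from TGF-beta-stimulated HEPG2 CAGA-GFP cells, 500 pg/mL final, 18 h at 37 degrees C in DMEM plus 1% FBS, normalized to unstimulated and DMSO-stimulated controls.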
Nrf2 activator: Nrf2 pathway activation; AREc32 ARE-luciferase reporter (MCF7-derived line), luminescence, 24 h; Potency, µM (series often up to 46.1 µM), without a hit: at the top dose activation, usual class: activators; 0.31% of 410,000 active; AID 624171; note: potency is the fitted concentration of half-maximal effect; % of control where 0% means no effect; nearly all actives have a fitted effect of over 65% in size
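Nrf2 activation is followed as ARE-luciferase induction in the AREc32 line after one day of compound treatment; luminescence is read with Steady-Glo.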
EPAC2 agonist: EPAC2 (human) agonism. Q8WZA2. EPAC2 activation, biochemical qHTS; response scale: 100% = 6.5 mM cAMP response. Potency, µM (titrated, usually from 154 µM), for inactives: at the highest dose activation, usual class: activators. 0.079% of 360,000 active. AID 720711; note: potency is the fitted concentration of half-maximal effect; nearly all actives have a fitted effect of over 50% in size
Target sequence (Q8WZA2 whole entry, looked up): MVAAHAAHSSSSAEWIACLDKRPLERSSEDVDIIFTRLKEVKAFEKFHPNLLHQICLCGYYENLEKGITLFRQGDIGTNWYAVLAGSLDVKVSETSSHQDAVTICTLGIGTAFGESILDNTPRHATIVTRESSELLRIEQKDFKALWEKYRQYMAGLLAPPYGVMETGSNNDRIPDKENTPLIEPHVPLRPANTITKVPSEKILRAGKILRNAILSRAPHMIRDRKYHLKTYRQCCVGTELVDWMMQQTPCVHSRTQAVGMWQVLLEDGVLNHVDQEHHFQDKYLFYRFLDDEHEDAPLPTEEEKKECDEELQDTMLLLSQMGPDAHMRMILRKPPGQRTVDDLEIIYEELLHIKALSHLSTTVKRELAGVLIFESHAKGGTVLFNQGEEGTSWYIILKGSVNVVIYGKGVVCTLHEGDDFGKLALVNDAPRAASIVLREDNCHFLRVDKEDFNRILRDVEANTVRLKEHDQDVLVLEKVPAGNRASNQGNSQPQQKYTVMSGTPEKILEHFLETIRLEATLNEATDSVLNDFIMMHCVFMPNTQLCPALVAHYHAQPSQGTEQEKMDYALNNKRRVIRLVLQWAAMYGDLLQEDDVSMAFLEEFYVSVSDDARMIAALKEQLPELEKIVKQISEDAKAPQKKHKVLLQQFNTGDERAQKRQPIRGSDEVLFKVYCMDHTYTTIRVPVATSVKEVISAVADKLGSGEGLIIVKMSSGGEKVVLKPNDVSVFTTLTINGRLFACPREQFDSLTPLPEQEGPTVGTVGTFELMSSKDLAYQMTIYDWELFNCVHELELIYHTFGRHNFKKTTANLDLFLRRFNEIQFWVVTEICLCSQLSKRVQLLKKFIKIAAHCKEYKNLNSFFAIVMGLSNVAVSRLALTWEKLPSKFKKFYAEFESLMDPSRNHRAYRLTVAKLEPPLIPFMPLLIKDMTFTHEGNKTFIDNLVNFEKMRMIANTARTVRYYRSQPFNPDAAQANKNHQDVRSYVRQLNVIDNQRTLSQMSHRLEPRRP
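Readout is BODIPY fluorescence (480 nm excitation, 540 nm emission), which falls as labeled GDP is exchanged off Rap1B. EPAC2 at 100 nM acted on 250 nM RAP1B-BODIPY-GDP with 50 uM GDP present.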
S2 tox: viability counter-screen for ATXN expression inhibitors. S2 cells (HEK-293 line with an ATXN2-luciferase reporter) viability, CellTiter-Fluor protease fluorescence, 24 h. Potency, µM (titrated, usually from 56.7 µM), most hits filed as cytotoxic. 0.49% of 400,000 active; note: potency is the fitted concentration of half-maximal effect; nearly all actives have a fitted effect of over 40% in size
A549 tox: A549 cytotoxicity, counter-screen for Nrf2 inhibitors; AID 504648; A549 ARE-Fluc cells, CellTiter-Fluor viability, 18-24 h; Potency, µM (titrated, usually from 46 µM), without a hit: at the highest dose activity change, negative = cytotoxicity, hits mostly inhibitors; 0.16% of 390,000 active; note: potency is the fitted concentration of half-maximal effect; % is set by controls: 0 for no effect and ±100 for the full control effect
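Cytotoxicity counterscreen: CellTiter-Fluor fluorescence was measured in A549 ARE_Fluc cells after 18-24 h of compound exposure in a concentration series. The subsequent BugLite luminescent read reports ARE-luciferase activity.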
Numbers without * were called inactive; i = inactive; ? = inconclusive; . = no result given; & = joins results of further samples; [ ] = dose if it differs, or a comment. Unless noted, calls come from the whole dose curve; as a rule, active = well fitted curve in the direction sought with a large enough effect; inconclusive = small, poorly fitted or top-dose-only effect, or another doubt; inactive = no such curve, though single readings can be large; an effect the other way counts as inactive or inconclusive.

Start of the listing, in advance, 5 compounds:
SMILES | HepG2 tox | IL-2 act | Nrf2 inh | ATXN2 expr inh | TGFb SMAD3 inh | Nrf2 activator | EPAC2 agonist | S2 tox | A549 tox
O=C(O)Cc1csc(-c2cccc(Oc3ccccc3)c2)n1 | -1%&31% | -0.7&-2.0 | -6%&-8% | -5%&3% | -4%&22% | 0.1%&0.2% | 6%&-3% | i | 3%&-2%
CCOc1cc(N2CCOCC2)c(OCC)cc1NC(=O)c1nn(CC)c(=O)c2ccccc12 | -11% | 0.6 | -4% | -9% | -23% | -0.1% | -11% | ? | 1%
CC(C)(C)OC(=O)C[C@@H]1C/C=C\C[C@@H](CC(=O)N(CCO)Cc2ccccc2)C(=O)NC[C@@H](c2ccccc2)OC1=O | -6% | -3.1 | -4% | -5% | -14% | 0.1% | 5% | i | -7%
CCN(CCO)Cc1csc2ccccc12 | 4% | -0.9 | -5% | -5% | 17% | -0.2% | 8% | i | -1%
Cc1ccc(CNC(=O)c2cc3c(s2)-c2c(C)cccc2OC3)cc1 | -31% | . | ? | -9% | ? | 0.2% | . | i | -22%

Results (from the top)
SMILES | HepG2 tox | IL-2 act | Nrf2 inh | ATXN2 expr inh | TGFb SMAD3 inh | Nrf2 activator | EPAC2 agonist | S2 tox | A549 tox
O=C(O)Cc1csc(-c2cccc(Oc3ccccc3)c2)n1 | -1%&31% | -0.7&-2.0 | -6%&-8% | -5%&3% | -4%&22% | 0.1%&0.2% | 6%&-3% | i | 3%&-2%
CCOc1cc(N2CCOCC2)c(OCC)cc1NC(=O)c1nn(CC)c(=O)c2ccccc12 | -11% | 0.6 | -4% | -9% | -23% | -0.1% | -11% | ? | 1%
CC(C)(C)OC(=O)C[C@@H]1C/C=C\C[C@@H](CC(=O)N(CCO)Cc2ccccc2)C(=O)NC[C@@H](c2ccccc2)OC1=O | -6% | -3.1 | -4% | -5% | -14% | 0.1% | 5% | i | -7%
CCN(CCO)Cc1csc2ccccc12 | 4% | -0.9 | -5% | -5% | 17% | -0.2% | 8% | i | -1%
Cc1ccc(CNC(=O)c2cc3c(s2)-c2c(C)cccc2OC3)cc1 | -31% | . | ? | -9% | ? | 0.2% | . | i | -22%
c1ccc(CN2CCN(c3nc(NCc4ccco4)c4ccccc4n3)CC2)cc1 | -38% | -0.4 | 23µM* | ? | ? | 7.5% | -6% | i | ?
CCCn1c(C)cc(/C=C(\C#N)C(=O)OCC(=O)NC(=O)NCC)c1C | -9% | -1.1 | . | 13% | -4% | 5.8% | -24% | i | -14%
C[C@H]1CN([C@@H](C)CO)C(=O)c2cc(Br)cnc2O[C@H]1CN(C)Cc1ccccc1C(=O)O | 10% | -1.1 | . | 8% | 12% | -0.7% | 5% | i | .
CCC(=O)NC(c1cccs1)c1cc([N+](=O)[O-])c2cccnc2c1O (centres undefined) | -47% | 0.6 | ? | ? | ? | -0.3% | -2% | ? | ?
CCCCOCCCN1CC(=O)N2C(C)c3[nH]c4ccccc4c3C[C@H]2C1=O (some centres undefined) | -6% | 2.2 | -10% | . | ? | -0.2% | -2% | i | ?
Cc1cccc(C(=O)NCCc2csc(C)n2)c1 | -1% | -1.3 | 2% | 14% | -1% | -1.2% | 15% | i | -3%
COc1nc(NCCO)nc(Nc2cc(Cl)ccc2OC)n1 | 4% | -0.4 | 2% | -10% | -16% | 2.9% | -1% | i | 2%
Cc1cc(C)c(NS(=O)(=O)c2ccc(-c3coc(C)n3)cc2)c(C)c1 | -29% | . | . | 14% | -15% | 0.2% | . | i | 5%
COc1ccc2c(c1)sc1ncc(C(=O)NCc3ccc(OC(C)C)cc3)c(=O)n12 | -15% | . | 10% | . | -29% | -0.5% | . | . | -4%
c1ccc2c(c1)C(=NC1CCCCC1)NC2=NC1CCCCC1 | -85% | -2.8 | . | 28µM* | ? | 10% | 11% | ? | -7%
Cc1ccc2cc(CN(CC3CCCO3)C(=O)NC3CCCCC3)c(=O)[nH]c2c1C (centres undefined) | -27% | 1.2 | ? | -6% | 7% | -0.4% | -4% | i | -4%
CCOC(=O)C1(CCc2ccccc2)CCN(Cc2cnc(N(C)C)s2)CC1 | -34% | 6.1 | -28% | -28% | -24% | 2.9% | -2% | i | 4%
C[C@@H]1CCCCO[C@@H](CN(C)S(=O)(=O)c2cn(C)cn2)[C@@H](C)CN([C@H](C)CO)C(=O)c2cc(N(C)C)ccc2O1 | -36% | 0.1 | . | 3% | ? | -0.2% | 4% | ? | .
Clc1ccc(Cl)c2sc(N3CCCC3)nc12 | -7% | -0.8 | ? | 4% | -4% | 6.1% | 8% | i | 1%
COc1cccc(N2CCN(C(=O)c3cccnc3)CC2)c1 | 3% | -0.6 | -8% | 3% | 11% | 0.2% | 18% | i | 3%
CCOc1ccc(C(=O)N2CCC(c3nc(-c4ccc(S(=O)(=O)N5CCCC5)cc4)no3)CC2)cc1 | -24% | . | 13µM* | . | 0% | 0.4% | . | . | -12%
CC1CCc2cc(F)ccc2N1C(=O)CN1C(=O)c2ccccc2C1=O (centres undefined) | 1% | -0.2 | ? | -2% | 8% | 0.2% | 1% | i | -5%
CC(=O)N1CCc2c(sc3c2c(=O)n(-c2ccccc2)c(=O)n3CC(=O)Nc2ccccc2C)C1 | -3% | . | 8% | -9% | 20% | -0.9% | . | i | 6%
Cc1cc(C)c2c(=O)n(-c3ccccc3)[nH]c2n1 | -5% | 2.1 | 25% | 21% | 0% | 2.1% | 1% | i | -9%
O=C(O)c1ccccc1C(=O)O | 2% | -0.2 | 1% | -7% | -2% | -0.3% | 2% | i | -7%
O=C(NCc1ccncc1)[C@@H]1CCCN1C(=O)[C@H]1CCCN1C(=O)c1cccs1 | . | 0.6 | . | -9% | . | -1.0% | -2% | i | .
NC(=O)NS(=O)(=O)Oc1ccccc1 | 3% | -1.5 | -9% | -6% | -6% | -0.3% | 5% | i | 0%
CCOC(=O)c1cc(-c2csc(Nc3ccccc3Cl)n2)on1 | -29% | -0.8 | 0% | 11% | ? | -0.3% | 13% | i | -10%
COC(=O)c1ccc2c(c1)NC(=O)C(N1CCCCC1)S2 (centres undefined) | 5% | -3.7 | ? | 45%[activator] | 2% | 2.4% | -4% | i | -7%
O=C(Nc1cccc(F)c1)c1ccc(-c2ccccc2)s1 | -27% | . | 163% | 21% | -8% | 8.6% | . | ? | -10%
CCOc1ccccc1/C=N/NC(=O)c1cccc(S(=O)(=O)N2CCOCC2)c1 | -10% | 0.5 | 4% | -2% | 2% | -0.1% | 3% | i | -9%
COC(=O)c1c(C(=O)OC)c(-c2ccc(F)cc2)n2c1CS(=O)C2 (centres undefined) | -5% | 2.0 | 6% | 1% | -8% | 0.0% | 9% | i | 0%
COc1ccccc1CCNC(=O)CCc1c(C)c2cc3c(C)c(C)oc3cc2oc1=O | -36% | . | ? | . | -4% | 4.6% | . | . | -1%
O=C(c1ccccc1)c1ccc2c(c1)OCCOCCOCCO2 | -6% | 1.1 | 8% | . | -1% | 2.2% | 14% | i | 2%
C/C(=N/NC(=O)c1sc(NS(=O)(=O)c2ccc(C)cc2)nc1C)c1sc(N)nc1C | 0% | -0.3 | 0% | -21% | -17% | -0.4% | 16% | . | 5%
CCOc1ccc(CN(C)CC(=O)Nc2cccc(S(=O)(=O)N(C)c3ccccc3)c2)cc1 | -12% | -3.9 | ? | -8%[11.3 µM] | -20% | 0.3% | 4% | i | -4%
CC(C)(C)c1cc(CNC2CS(=O)(=O)C[C@@H]2O)cc(C(C)(C)C)c1O (some centres undefined) | -25% | -0.7 | 6% | -2% | -14% | ? | 4% | i | 3%
CC(=O)OC1CCC2C3CCc4cc(O)ccc4C3CCC12C (centres undefined) | -3% | -0.4 | ? | -19% | 2% | -0.5% | -5% | i | -16%
Cc1ccc(OCC(=O)N/N=C\c2c(C)n(C)c3ccccc23)c([N+](=O)[O-])c1 | -20% | 1.9 | ? | -21% | -9% | 0.1% | 11% | i | -26%
CCOC(=O)C1(C)CCCN(C(=O)c2ccc(F)cc2Cl)C1 (centres undefined) | 4% | -0.5 | . | 4% | -2% | -1.2% | 2% | i | .
COC(=O)/C(=C\Nc1ccc(Cl)cc1Cl)NC(=O)c1ccccc1 | 11% | -0.2 | ? | -1% | ? | 4.7% | -21% | ? | -7%
CCCC(c1nnnn1C1CCCCC1)N1CCN(c2ncccn2)CC1 (centres undefined) | -12% | -2.3 | ? | -7% | -4% | -0.9% | 1% | i | -2%
CCOC(=O)c1cc2ccc(OC)cc2oc1=O | -3% | 0.5 | 7% | 20% | 4% | 3.6% | -1% | ? | -3%
COC(=O)C1(C)NC(c2ccccc2C)C2C(=O)N(c3ccccc3)C(=O)C21 (centres undefined) | 8% | 1.7 | 8% | -16% | 12% | 0.3% | -5% | i | 7%
COc1cc(/C=C2\SC(=S)N(CCC(=O)NC3CCCC3)C2=O)cc(OC)c1OC | 3% | 0.0 | ? | 7% | 18% | 1.9% | -9% | i | -15%
Cc1ccc(C23CC4CC(CC(NC(=O)NC(C)(C)CO)(C4)C2)C3)cc1 | -7% | -0.5 | -4% | . | -19% | -0.2% | 16% | . | 0%
Oc1ccc(N2CCN(CC(O)c3ccccc3)CC2)cc1 (centres undefined) | 1% | 0.4 | -18% | -19% | -19% | -0.3% | 8% | i | -16%
O=C(Nc1cc(C(F)(F)F)ccc1N1CCOCC1)c1cccs1 | -1% | -3.7 | -5% | -12% | -5% | -1.8% | -6% | i | 4%
O=C(CSc1ccc(Cl)cc1)NC1CCCC1 | -23% | -3.0 | ? | 47%[activator] | -10% | -0.1% | 2% | i | 0%
O=C(CSC(=S)N1CCCC1)NCC(=O)Nc1ccccc1Br | 6% | -0.6 | 6% | -4% | -9% | 0.6% | -9% | i | -3%

Not a hit list; about 4.3% have a hit in one of these screens.
